VEEV TC-83 Vero: inhibitors of VEEV TC-83 cytopathic effect, confirmation, Vero cells (AID 588727); one-dose inhibition, % at 20 µM; IC50 in µM for titrated hits; actives 0.13% (n = 350,000); Vero cells, VEEV TC-83 cytopathic effect inhibition; higher % means a stronger effect; in the data active = a potency from the dose series; inconclusive = inhibition mostly from about 14% at the one dose, without a potency; inactive = the rest, 99 in 100 with inhibition below about 12%; also: strong numbers were not always called active
PhoP GFP inhibition: Inhibition of PhoP regulon, Salmonella typhi GFP reporter cells, confirmation, 4 h (AID 1850); Salmonella Typhi PhoP-promoter GFP reporter, fluorescence, 4 h; higher % means a stronger effect; inhibition, % at 50 µM; hits with a dose series show IC50 in µM; actives 0.33% (n = 310,000); in the data active = a potency from the dose series; inconclusive = inhibition mostly from about 25% at the one dose, without a potency; inactive = the rest, 99 in 100 with inhibition below about 19%;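 also: 0% = induced wells with vehicle and 100% = uninduced wells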
M. tuberculosis HTS: M. tuberculosis growth inhibition, HTS (AID 449762); actives 0.59% (n = 330,000); M. tuberculosis H37Rv growth inhibition, 7H9 media; higher % means a stronger effect; inhibition, % at 25 µM; hits with a dose series show IC50 in µM; in the data active = a potency from the dose series; inconclusive = inhibition above about 70% without an active follow-up result;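 also: bacterial growth assessed after seven days of incubation; strong numbers were not always called active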
H1N1 NS1A inhibition: NS1A inhibition, H1N1 influenza, cell based functional assay (AID 504329); NS1A functional cell-based assay, percent inhibition; higher % means a stronger effect; inhibition, % at 12.5 µM; hits with a dose series show IC50 in µM; actives 0.3% (n = 340,000); in the data active = a potency from the dose series; inconclusive = inhibition above about 27% without an active follow-up result; also: strong numbers were not always called active
M. tuberculosis: growth inhibition of non-replicating M. tuberculosis (AID 488890); Mycobacterium tuberculosis non-replicating, growth inhibition; higher % means a stronger effect; inhibition, % at 25 µM, or IC50 in µM where a hit was titrated; actives 0.39% (n = 320,000); in the data active = a potency from the dose series; inconclusive = inhibition mostly from about 82% at the one dose, without a potency; inactive = the rest, 99 in 100 with inhibition below about 76%;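 also: plate controls were DMSO cells for no effect and high antibiotic wells for full effect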
VEEV TC-83 Vero 10K pilot screen: recorded beside VEEV TC-83 Vero, whose call it bears; inhibition, %; measured here: 10K pilot screen inhibition
* marks the source's active call; other numbers are inactive results; i = inactive; ? = inconclusive; nt = not tested or not shown.

SMILES | VEEV TC-83 Vero | PhoP GFP inhibition | M. tuberculosis HTS | H1N1 NS1A inhibition | M. tuberculosis | others
CC(C)(C)C(=O)NC(=S)Nc1ccc(C(F)(F)F)cc1 | i | -3% | -11% | -19% | ?
CC1C/C(=C/c2ccco2)C(=O)/C(=C/c2ccco2)C1 (configuration not stated) | nt | 4% | 7% | nt | -2%
Nc1[nH]nc2nc(N3CCOCC3)nc(-c3ccccc3)c12 | 7.8% | -7% | -2% | 5% | -4%
COc1ccccc1NS(=O)(=O)c1ccc(C)c(C(=O)NCc2cccnc2)c1 | i | nt | -1% | -5% | 25%
Cc1ccc(NC(=O)c2ccccc2)cc1 | 0.2% | -5% | -8% | 2% | 26%
c1ccc(-c2ccc(-c3ccccn3)nn2)nc1 | nt | -1% | 15% | nt | 10%
CCN(C(=O)COC(=O)c1cccn1C)C1CCS(=O)(=O)C1 (configuration not stated) | 0.1% | 4% | -5% | -16% | -8%
Cc1nnc(-c2cnn(-c3ccccc3)c2N)n1Cc1ccncc1 | 0.8% | 9% | -9% | -1% | -2%
Cn1c2cc(Br)sc2c2cnn(Cc3c(F)cccc3Cl)c(=O)c21 | 0.5% | nt | -6% | -14% | 5%
CCn1cc(S(=O)(=O)N2CCN(Cc3ccc(F)cc3)CC2)cn1 | 0.3% | 3% | 2% | -1% | -6%
CCn1cnc2c(Nc3cccc(Cl)c3)nc(C#N)nc21 | 0.8% | nt | -4% | 16% | nt
CCOC(=O)N1CCN(c2c(N3CCN(c4ccccc4OC)CC3)c(=O)c2=O)CC1 | 0.6% | -8% | -4% | 24% | -11%
COCc1ccc(C(=O)N2CCN(CC(=O)N3CCCC3)CC2)cc1 | 0.4% | nt | -3% | -7% | -6%
O=C1C2C3C=CC(C3)C2C(=O)N1/N=C/c1cc(Br)cc([N+](=O)[O-])c1O (configuration not stated) | 1.7% | 16% | 4% | 2% | 24%
COC(=O)C1CCN(S(=O)(=O)c2ccc(Br)s2)CC1 | 1.7% | nt | -9% | -12% | 31%
CC(=O)c1cc(-c2ccccc2)n(CCC(=O)NC2CCCC2)c1C | 0.1% | -6% | 0% | -11% | 0% | VEEV TC-83 Vero 10K pilot screen=0.0
NC(N)=N/N=C/c1ccc(Cl)c([N+](=O)[O-])c1 | 0.6% | -4% | 2% | 4% | 49%
CCC1CN(C(=O)N2CCC(C(=O)NCc3cc(OC)c(OC)c(OC)c3)CC2)c2ccccc2O1 (configuration not stated) | 1.8% | 6% | 0% | 6% | 11%
CCN(CC)c1ccc(NC(=O)COC(=O)C23CCC(=O)N2c2ccccc2S3)cc1 (configuration not stated) | 3.6% | -5% | -4% | 14% | 14%
c1nc(NCC2CCCO2)c2[nH]cnc2n1 (configuration not stated) | 0.5% | -6% | 3% | 4% | -2%
N#CCc1nn(-c2ccccc2)c2ncnc(N)c12 | 0.7% | 0% | -4% | -6% | -1%
CCC(=O)NCCn1c(C)cc2ccccc21 | 0.7% | 2% | -3% | 7% | 22%
COc1ccc(C2=NCCn3nc4ccccc4c32)cc1 | 0.6% | 3% | 5% | 15% | -1%
COC(=O)c1ccc(-c2noc(CN3C[C@H]4CC[C@H]3C4)n2)cc1 | 0.5% | 4% | 4% | -10% | 65% | VEEV TC-83 Vero 10K pilot screen=0.4

Gathered by group: those above containing a thiophene ring, fused or not
SMILES | VEEV TC-83 Vero | PhoP GFP inhibition | M. tuberculosis HTS | H1N1 NS1A inhibition | M. tuberculosis | others
Cn1c2cc(Br)sc2c2cnn(Cc3c(F)cccc3Cl)c(=O)c21 | 0.5% | nt | -6% | -14% | 5%
COC(=O)C1CCN(S(=O)(=O)c2ccc(Br)s2)CC1 | 1.7% | nt | -9% | -12% | 31%

The results go on.
SMILES | VEEV TC-83 Vero | PhoP GFP inhibition | M. tuberculosis HTS | H1N1 NS1A inhibition | M. tuberculosis | others
COc1ccc(NC(=O)CN2CCN(Cc3ccccc3)CC2)cc1 | i | -9% | 5% | -3% | 17%
CCOc1ccc(OCCN2C(=O)NC3(CCCc4ccccc43)C2=O)cc1 (configuration not stated) | 1.9% | 4% | 4% | 7% | -6%
CCCNC(=O)N1CCC(n2nccc2NC(=O)CCOc2ccccc2)CC1 | 0.5% | -4% | 6% | -8% | -8%
COC(=O)Cc1ccc(NC(=O)c2ccc3c(c2)C(=O)N(Cc2ccco2)C3=O)cc1 | 1.3% | -1% | -5% | -7% | 0%
Cc1cc(C)n(-c2nnc(SCC(=O)NC3CCCC3)c3ccccc23)n1 | 5.2% | -2% | -1% | 7% | 25%
CC(=O)OC1CCC2(C)C(=CCC3C2CCC2(C)C3CC3ON=C(C)C32)C1 (configuration not stated) | 3.2% | nt | nt | 1% | nt
Cc1ccc([N+](=O)[O-])cc1NC(=O)c1ccc(-c2ccccc2)cc1 | 1.4% | 4% | 3% | 13% | -10%
COc1ccc(N=C2SC(C(=O)O)CC(=O)N2C)cc1 (configuration not stated) | i | -11% | -11% | 4% | 5%
O=C(CSc1nc(SCC(=O)NCc2ccccc2)n(-c2ccccc2)n1)NCc1ccccc1 | i | -9% | -4% | 3% | 8%
Cc1ccc(S(=O)(=O)N2CCC(C(=O)N[C@H](C(=O)N3CCN(C)CC3)C(C)C)CC2)cc1 | i | -1% | 0% | 27% | 1%
NNC(=O)Cn1c(-c2ccccn2)nc2ccccc21 | 0.4% | 8% | -2% | -19% | -19%
COCC(=O)Nc1ccc(C)c(Cl)c1 | 1.7% | -2% | ? | 2% | 57%
COc1ccc(C2/C=C\CC(NC(=O)OCC3c4ccccc4-c4ccccc43)CC(=O)N2Cc2ccccc2F)cc1 (configuration not stated) | 1.6% | nt | nt | -5% | nt
Cc1ccc(/C=C2\CCOC2=O)cc1 | 1.9% | -8% | -2% | -7% | -7%
COc1ccc(CC(=O)OCC(=O)Nc2cccc(Cl)c2)cc1 | 1.1% | 10% | 1% | -2% | ?
CCOCC(=O)Nc1cc(C(=O)Nc2ccccc2)ccc1Cl | 1.3% | -4% | -4% | 1% | -1%
COC(=O)c1nc(NC2=NCCCCC2)n[nH]1 | 0.8% | -6% | -9% | -4% | -14%
CC(C)CC(NC(=O)CCCNC(=O)CCC(=O)OC1O[C@H]2OC3(C)CC[C@H]4[C@H](C)CCC(C1C)C24OO3)C(=O)O (some centres not stated) | i | 6% | -2% | 18% | 2%
C=CCn1c(C)nnc1SCC(=O)Nc1cc(S(=O)(=O)N2CCCC2)ccc1Cl | 2.8% | nt | nt | -3% | nt
Clc1nc(Cl)nc(N(c2ccccc2)c2ccccc2)n1 | i | -3% | -2% | -2% | 11%
CCCCCC(=O)N1CCN(CCN=CC2=C(O)CC(c3ccco3)CC2=O)CC1 (configuration not stated) | 4.6% | 1% | 0% | 0% | 5%
Cc1ccc(NC(=O)c2cc3c(=O)oc4ccc(C)cc4c3s2)nc1 | nt | -7% | 6% | nt | -5%
COc1ccc(C2(CNC(=O)c3cc(OC)c(OC)c(OC)c3)CCCC2)cc1OC | i | nt | nt | 1% | nt
Cc1ccc(C(=O)NC(=S)NCC2CCCO2)cc1[N+](=O)[O-] (configuration not stated) | 1.7% | -8% | -1% | 8% | 56%
Nc1nc(COc2ccccc2)cs1 | 0.4% | -4% | -6% | -5% | 4%
CN(C)c1nnnn1-c1ccc(Oc2ncc(C(F)(F)F)cc2Cl)cc1 | i | 15% | 0% | -3% | 3%
COc1cc2c(cc1OC)C(/C=C/c1ccco1)=NCC2 | 1.8% | nt | nt | 26% | nt
O=C(Nc1cccc([N+](=O)[O-])c1)ONC1=NCCCCC1 | i | 14% | -11% | 10% | -6%
CCOc1ccccc1/C=c1\sc2nc(-c3ccco3)nn2c1=O | 2.4% | -5% | 3% | -7% | 16%
COc1ccc(N(CC(=O)Nc2ccccc2C(=O)NCC(C)C)S(C)(=O)=O)cc1 | 0.3% | 2% | -1% | 0% | 11%
O=C(CCN1CCOCC1)N1c2ccccc2Sc2ccc(Cl)cc21 | i | 11% | 2% | -4% | ?
C#CCC(NC(=O)c1ccc(C(F)(F)F)cc1)C(=O)NCCC (configuration not stated) | 0.4% | nt | -6% | 16% | 28%
CCN(CC(=O)Nc1ccc(OC)cc1)C(=O)CSCC(=O)Nc1cc(C)on1 | 1.9% | nt | -4% | 8% | -7%
CC(C)COP(=O)(c1ccc(N(C)C)cc1)C(O)c1ccccc1 (configuration not stated) | 2.2% | 7% | -2% | -5% | 11%
O=C(CSc1cccc[n+]1[O-])NCC1CCCCC1 | i | -4% | -11% | -14% | 3%
COc1ccccc1Nc1c2ccccc2nc2ccccc12 | i | 36µM* | 3% | 6% | 22%
O=C(c1ccccn1)N(CC1CCCO1)C1(C(=O)NC2CCCCC2)CCCCC1 (configuration not stated) | i | 17% | -2% | 4% | 12%
CCOC(=O)CSc1nc2ccccc2c(=O)n1NC(=O)c1ccccc1 | 1.7% | -7% | 0% | -3% | 33%
O=C(COc1ccccc1-c1ccccc1)NCCN1C(=O)S/C(=C\c2cccnc2)C1=O | 11% | -5% | 0% | 2% | -3%
O=c1oc(-c2ccccc2)nc2c1C1(CCCCC1)Cc1ccccc1-2 | i | -5% | 4% | -3% | -1%
CCCN(CC(=O)Nc1ccc(F)c(F)c1F)CC(=O)Nc1c(Cl)cccc1Cl | 1.0% | -7% | 8% | -13% | 21%
CCC(=O)Nc1ccc(N2CCCCC2)c(C(=O)Nc2ccc(OC)cc2)c1 | 7.3% | -5% | 7% | -4% | 29%
CCOC(=O)C1C(=O)NC(N2CCN(c3ccccc3)CC2)=NC1c1ccco1 (configuration not stated) | i | 1% | 5% | 6% | 9%
O=C(O)c1ccc2c3n(nc2c1)-c1ccc(Cl)cc1CO3 | nt | 4% | -4% | nt | 19%
COc1ccc2nc(NCCNC(=S)NCCCN3CCOCC3)c(C#N)cc2c1 | 1.7% | 17% | 1% | 2% | 11%
O=C(COc1ccc2ccccc2c1)N1CCN(C(=O)c2ccco2)CC1 | i | 2% | 6% | -12% | 26%
CCOC(=O)Cc1csc(SCC(=O)NC2CCC(C)CC2)n1 (configuration not stated) | i | -11% | -4% | 15% | 46%
O=C(Cc1ccc(Br)cc1)Nc1ncc([N+](=O)[O-])s1 | 9.6% | -10% | -7% | 5% | 49%

An excerpt from further up, as a working copy:
SMILES | VEEV TC-83 Vero | PhoP GFP inhibition | M. tuberculosis HTS | H1N1 NS1A inhibition | M. tuberculosis | others
CCn1cc(S(=O)(=O)N2CCN(Cc3ccc(F)cc3)CC2)cn1 | 0.3% | 3% | 2% | -1% | -6%
CCn1cnc2c(Nc3cccc(Cl)c3)nc(C#N)nc21 | 0.8% | nt | -4% | 16% | nt
CCOC(=O)N1CCN(c2c(N3CCN(c4ccccc4OC)CC3)c(=O)c2=O)CC1 | 0.6% | -8% | -4% | 24% | -11%
COCc1ccc(C(=O)N2CCN(CC(=O)N3CCCC3)CC2)cc1 | 0.4% | nt | -3% | -7% | -6%
O=C1C2C3C=CC(C3)C2C(=O)N1/N=C/c1cc(Br)cc([N+](=O)[O-])c1O (configuration not stated) | 1.7% | 16% | 4% | 2% | 24%

Further results follow:
SMILES | VEEV TC-83 Vero | PhoP GFP inhibition | M. tuberculosis HTS | H1N1 NS1A inhibition | M. tuberculosis | others
Oc1ccccc1N1CCN(c2ccc3ccccc3n2)CC1 | 6.3% | 4% | 32% | 1% | 20%
COC(=O)C1CC(C(=O)OC)C2C(C(=O)OC)CC(C(=O)OC)C12 (configuration not stated) | 1.5% | nt | nt | -2% | nt
Cc1cc(C(=O)N2CCC(C(F)(F)F)n3nccc32)on1 (configuration not stated) | 0.3% | -2% | 5% | 3% | 3%
O=C(C1Cc2ccccc2CN1S(=O)(=O)c1cccs1)N1CCCCCC1 (configuration not stated) | i | 4% | -5% | -2% | 21%
Cc1cc(C)cc(NC(=O)C2CCN(S(=O)(=O)c3ccc4[nH]c(=O)ccc4c3)CC2)c1 | 0.3% | -5% | -7% | 3% | 10%
CC1CCC/C(=C\Nc2ccc3c(c2)OCO3)C1=O (configuration not stated) | 1.0% | -13% | ? | -2% | 24%
CSc1ccc(Cl)c(C(=O)OCC(=O)NC2CC2)c1 | 0.5% | 1% | -3% | 1% | 19%
CCC1(CC)Cc2ccccc2-c2nc(NCCCO)[nH]c(=O)c21 | 1.4% | -14% | 9% | 1% | 10%
CCCC(=O)NNC(=O)CCC(=O)NCc1ccccc1 | 0.8% | -1% | 0% | 7% | 9%
Cc1oc(-c2ccccc2F)nc1CS(=O)(=O)CC(=O)NCCCN(C)C1CCCCC1 | i | -15% | -6% | -7% | 27%

This is a random part of the collection; about 1.4% have a hit in one of these screens.
